Bioassay records: PubChem, National Center for Advancing Translational Sciences (NCATS)
Casp7 inh: blocks human caspase-7 allosterically or competitively; P55210; recombinant caspase-7, Ac-DEVD-AFC fluorescence rate; Potency, µM (titrated, usually from 57.5 µM), without a hit: at the top dose activity change, negative = inhibition, actives largely listed as inhibitors; actives 0.02% (n = 75,000); AID 889; active = well fitted inhibition curve with a large enough effect in the main read-out, with a control signal flat, not every such curve was filed as active; inconclusive = small, poorly fitted or top-dose-only effect, or a change in a side signal; note: potency is the fitted concentration of half-maximal effect; % of control where 0% means no effect
BRCT PPI red: disrupts BRCA1 BRCT binding to phosphoprotein, red fluorophore readout. actives 0.03% (n = 75,000). Potency, µM (top dose mostly 76.9 µM), inactives show at the highest dose activity change, negative = inhibition, most hits filed as inhibitors. BRCT-phosphopeptide binding, red fluorescence polarization. P38398; note: % is set by controls: 0 for no effect and ±100 for the full control effect
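Fluorescence polarization: 100 nM His-tagged BRCA1 BRCT with 100 nM TAMRA-labelled phospho-BACH1 decapeptide, phosphate buffer pH 7.3 with 150 mM NaCl, DTT, 0.01% Tween 20; 12 min RT. Binding inhibition seen as FP decrease.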
HEK293 cAMP cs: counter-screen for TSHR agonists: cAMP increase in parental HEK293 | parental HEK293 CNG cAMP sensor, membrane potential fluorescence | Potency, µM (series often up to 57.1 µM), for inactives: at the top dose activation, actives largely listed as activators | actives 2.5% (n = 73,000) | AID 938; note: potency is the fitted concentration of half-maximal effect; % of control where 0% means no effect; nearly all actives have a fitted effect of over 55% in size
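Parental HEK 293 cells stably expressing a modified CNG channel (no TSHR) report cAMP rise as membrane depolarization. Membrane potential dye with 100 uM RO 20-1724 was loaded for 60 min at room temperature, then compound added for 30 min; fluorescence read at 590 nm.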
Pol III holo inh: DNA polymerase III holoenzyme inhibition; reconstituted DNA polymerase III holoenzyme replication, biochemical; Potency, µM (series often up to 57.1 µM), inactives show at the highest dose activity change, negative = inhibition; actives 0.25% (n = 71,000); note: potency is the fitted concentration of half-maximal effect; % is set by controls: 0 for no effect and ±100 for the full control effect
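Reconstituted *E. coli* holoenzyme (0.35 nM Pol III, 1 nM beta, 154 nM SSB, 2 nM primase) was preincubated with compound for 15 min at RT. Synthesis on 1.4 nM ssM13Gori ran 35 min, then was stopped with PicoGreen/EDTA and read as dsDNA fluorescence.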
BRCT inh green: BRCA1 BRCT-phosphoprotein interaction inhibition; P38398; BRCA1 BRCT-phosphopeptide binding, green fluorescence polarization; Potency, µM (titrated, usually from 76.9 µM), inactives show top-dose activity change, negative = inhibition, hits mostly inhibitors; actives 0.05% (n = 75,000); AID 875;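 note: potency is the fitted concentration of half-maximal effect; plate controls were peptide without protein for full effect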
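Fluorescence polarization: His-tagged BRCT (~35 kDa BRCA1 C-terminus, 250 nM) bound to 100 nM fluorescein-labeled phosphorylated 10-aa BACH1 peptide, pH 7.3 phosphate buffer with DTT and Tween 20. Compounds incubated 12 min at room temperature; inhibition read as lowered polarization.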
Tau fil binding: tau filament binding; recombinant tau filaments, thioflavin S fluorescence, 15 h; filaments grown with octadecylsulfate alongside compound; P10636; Potency, µM (doses to about 57.1 µM), for the others: at the top dose activity change, negative = inhibition; actives 2% (n = 71,000);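 note: potency is the fitted concentration of half-maximal effect; % is set by controls: 0 for no effect and ±100 for the full control effect; actives lower thioflavin S fluorescence by blocking filaments or displacing dye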
Target sequence (P10636 whole entry, looked up): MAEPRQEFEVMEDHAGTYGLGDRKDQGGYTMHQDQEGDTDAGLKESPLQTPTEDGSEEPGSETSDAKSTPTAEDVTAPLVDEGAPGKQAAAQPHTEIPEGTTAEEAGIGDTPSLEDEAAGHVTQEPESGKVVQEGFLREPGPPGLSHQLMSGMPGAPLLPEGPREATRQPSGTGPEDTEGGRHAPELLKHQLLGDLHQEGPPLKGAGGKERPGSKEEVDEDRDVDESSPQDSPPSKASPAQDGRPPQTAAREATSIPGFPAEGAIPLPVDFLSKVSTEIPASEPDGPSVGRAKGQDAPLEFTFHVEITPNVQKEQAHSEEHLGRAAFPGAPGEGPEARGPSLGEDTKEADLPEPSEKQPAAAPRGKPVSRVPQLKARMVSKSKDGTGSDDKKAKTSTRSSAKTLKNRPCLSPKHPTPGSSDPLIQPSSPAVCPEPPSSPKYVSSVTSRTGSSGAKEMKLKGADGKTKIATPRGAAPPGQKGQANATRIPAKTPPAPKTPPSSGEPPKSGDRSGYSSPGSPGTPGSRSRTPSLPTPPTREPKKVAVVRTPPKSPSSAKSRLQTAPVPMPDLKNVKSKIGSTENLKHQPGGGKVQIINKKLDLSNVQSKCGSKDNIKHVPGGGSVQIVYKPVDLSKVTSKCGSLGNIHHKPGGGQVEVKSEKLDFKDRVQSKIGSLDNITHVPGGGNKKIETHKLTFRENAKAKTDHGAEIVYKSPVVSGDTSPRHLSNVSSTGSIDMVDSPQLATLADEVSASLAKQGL
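Quantitative HTS: thioflavine S signal from ODS-induced tau filaments, excited at 450 nm, emission 510 nm. Conditions: 1 uM tau, 30 uM ODS, 15 h at 37 C, pH 7.4.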
HADH2 inhib: inhibitors of human HADH2 dehydrogenase | Q99714 | recombinant HADH2, NADH fluorescence, beta-hydroxybutyryl-CoA | Potency, µM (top dose mostly 57.1 µM), for inactives: top-dose activity change, negative = inhibition, usual class: inhibitors | actives 3.4% (n = 73,000); note: potency is the fitted concentration of half-maximal effect; % is set by controls: 0 for no effect and ±100 for the full control effect; nearly all actives have a fitted effect of over 60% in size; many of its hits are not listed in these tables
Target sequence (Q99714 whole entry, looked up, one chain of several): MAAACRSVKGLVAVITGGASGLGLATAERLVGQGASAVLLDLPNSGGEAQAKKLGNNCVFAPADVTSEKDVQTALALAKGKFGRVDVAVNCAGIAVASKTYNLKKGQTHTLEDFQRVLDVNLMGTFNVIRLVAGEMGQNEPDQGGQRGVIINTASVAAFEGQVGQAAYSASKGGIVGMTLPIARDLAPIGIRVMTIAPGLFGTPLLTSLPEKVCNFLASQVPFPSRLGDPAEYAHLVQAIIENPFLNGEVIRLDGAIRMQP
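His-tagged recombinant enzyme from E. coli, 20 nM, preincubated 15 min RT with compound; reaction started with 1 mM NAD+ and 90 uM beta-hydroxybutyryl-CoA in 100 mM Tris-HCl pH 9.0. NADH fluorescence (ex 360/em 450) read over 4 min; last-minus-first difference.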
USP2a inhib: inhibitors of human ubiquitin-specific protease USP2a. O75604. USP2a enzymatic assay, qHTS inhibition. Potency, µM (highest dose often 38.3 µM), for the others: at the top dose activity change, negative = inhibition, actives largely listed as inhibitors. actives 0.1% (n = 60,000). AID 927;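 note: potency is the fitted concentration of half-maximal effect; nearly all actives have a fitted effect of over 60% in size; plate controls were DMSO for no effect and NEM full inhibition control for full effect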
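USP2 core (20 nM final) was preincubated with compound for 30 min at RT in 20 mM Tris-HCl pH 8.0, 2 mM CaCl2, 2 mM beta-mercaptoethanol; Ub-PLA2 (20 nM) plus NBD C6-HPC (20 uM) then added, fluorescence read after 2.5 h.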
Rhodamine fluor: compound autofluorescence in rhodamine spectral region | Rhodamine-region fluorescence, 547/598 nm, Tris buffer; hits give high values | max dye-equivalent concentration, M | actives 0.05% (n = 59,000); in the data active = max dye-equivalent concentration above about 11 nM; inconclusive = between about 1.1 nM and that limit
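Read-out is relative fluorescence at 547 nm excitation and 598 nm emission, expressed as dye-equivalent concentration using rhodamine standards on every plate. Each compound was profiled across a concentration series after 15 min in 100 mM Tris, pH 8.0.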
ALOX15 inhib: 15-hLO (ALOX15) enzyme inhibition | purified 15hLO-1, xylenol orange hydroperoxide absorbance | AID 887 | Potency, µM (series often up to 57.1 µM), for the others: at the highest dose activity change, negative = inhibition, hits mostly inhibitors | P16050 | actives 1.4% (n = 74,000); note: potency is the fitted concentration of half-maximal effect; % is set by controls: 0 for no effect and ±100 for the full control effect; nearly all actives have a fitted effect of over 55% in size
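Purified human 15hLO-1 (40 nM final) in 25 mM Hepes pH 7.5, 0.01% Triton X-100 was preincubated with compound 15 min at room temperature, then reacted 6 min with 50 uM arachidonic acid; hydroperoxide detected by Fe-XO, 573/405 nm absorbance ratio.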
Caspase-1 inhib: allosteric or competitive inhibitors of human caspase-1; P29466; Caspase-1 enzyme, Ac-WEHD-AFC fluorogenic rate; Potency, µM (top dose mostly 57.5 µM), for the others: at the top dose activity change, negative = inhibition, most hits filed as inhibitors; actives 0.03% (n = 75,000); AID 900;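 note: potency is the fitted concentration of half-maximal effect; plate controls were vehicle for no effect and no substrate for full effect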
* hit, by the source's call; i = inactive; ? = inconclusive; . = no result given; & = joins results of further samples; [ ] = another dose, or the depositor's remark. Unless noted, calls come from the whole dose curve; as a rule, active = well fitted curve in the direction sought with a large enough effect; inconclusive = small, poorly fitted or top-dose-only effect, or another doubt; inactive = no such curve, though single readings can be large; an effect the other way counts as inactive or inconclusive. An excerpt, so the mix of outcomes need not match the whole.

SMILES	Casp7 inh	BRCT PPI red	HEK293 cAMP cs	Pol III holo inh	BRCT inh green	Tau fil binding	HADH2 inhib	USP2a inhib	Rhodamine fluor	ALOX15 inhib	Caspase-1 inhib
O=C(NC1CCCC1)C1CCN(S(=O)(=O)c2cccc3cccnc23)CC1	-1.0%	0.1%	7.8%	1.3%	0.3%	-20.9%	5.1%	6.4%	i	3.8%	0.9%
CCOc1ccc(NC(=O)CN2CCC(NC(=O)C3CCCCC3)CC2)cc1	-0.8%	-0.2%	-4.0%	-1.2%	-1.0%	6.7%	11.8%	-1.3%	i	5.0%	4.7%
Cc1cc(C(C#N)c2ccccc2)n2ncnc2n1 (stereo not drawn)	1.8%	-1.4%	-4.0%	-4.5%	-0.8%	-6.9%	4.5%	3.4%	i	-8.0%	0.9%
Cc1cc(N2C3CCC2CC(O)(c2ccc(F)cc2)C3)nc(-c2ccccc2)n1 (stereo not drawn)	-3.0%	-0.3%	22.9%	3.6%	1.1%	-17.1%	-4.8%	20.3%	i	-15.7%	-2.1%
COc1ccc(NC(=O)c2ccccc2NS(C)(=O)=O)cc1OC	1.8%	0.3%	-3.1%	-3.0%	-0.5%	-11.6%	-6.3%	-6.5%	i	1.0%	-0.5%
Cc1ccc(S(=O)(=O)c2nc(S(C)(=O)=O)sc2NCC2CCCO2)cc1 (stereo not drawn)	0.5%	-2.6%	5.2%[11.4 µM]	-0.8%[11.4 µM]	-1.9%	2.6%[11.4 µM]	5.2%[11.4 µM]	2.2%[7.66 µM]	.	8.8%[11.4 µM]	0.7%
CC1C(=O)CC(c2ccccc2)N(C)C1c1ccccc1 (stereo not drawn)	-1.2%	-0.4%	17.0%	-6.8%	-2.8%	-14.5%	3.9%	.	.	-2.4%	-2.1%
Cc1sc(NC(=O)c2ccco2)c(CN2CCCCC2)c1C	-1.4%	0.0%	12.7%	-3.8%	-1.3%	3.2%	8.1%	-7.5%	i	0.4%	-2.5%
CCOC(=O)N1CCN(S(=O)(=O)c2ccc(C(=O)Nc3sc4c(c3C#N)CCC4)cc2)CC1	-0.5%	0.1%	22.6%	0.2%	2.3%	2.3%	-27.4%	49.5%[activator]	i	-3.5%	-2.7%
COc1ccc(-c2csc(N3CCC(C(N)=O)(N4CCCCC4)CC3)n2)cc1	-6.0%	-0.2%	8.1%	-7.3%	-0.5%	55.1%	-28.8%	33.6%[activator]	i	-13.2%	-3.4%
CN(C)c1nc(Oc2ccc(=O)[nH]n2)nc(N2CCCCC2)n1	-2.9%	-1.7%	0.1%	1.6%	1.4%	9.5%	10.5%	6.1%	i	17.3%	0.7%
Cc1cccc(N(C(=O)Nc2ccccc2)C2=NCC(C)S2)c1 (stereo not drawn)	-0.2%	-0.2%	7.0%	-6.3%	-0.4%	-5.4%	-2.3%	.	.	8.1%	1.0%
O=c1cc(CN2CCc3ccccc32)nc2sccn12	-6.0%	-0.1%	11.5%	-6.1%	-0.8%	-26.0%	-1.6%	20.4%	i	-19.3%	-4.3%
C=C1CCC2C(C)(CO)C(O)CCC2(C)C1C/C=C1\C(=O)OCC1O (stereo not drawn)	-1.1%	-0.3%	.	.	-2.0%	.	.	.	.	1.8%[25.6 µM]	-0.8%
C[C@]12CC[C@H]3c4ccc(OC[C@H]5CO5)cc4CC[C@H]3[C@H]1CC[C@@H]2O	0.6%[11.5 µM]	0.4%[15.4 µM]	6.2%[11.4 µM]	.	-0.3%[15.4 µM]	.	8.1%[11.4 µM]	.	.	-7.2%[11.4 µM]	-0.8%[11.5 µM]
O=C(Nc1cccc(F)c1)N1CCC2(CC1)CCN(C(=O)c1ccco1)CC2	-1.5%	-0.7%	-1.4%	11.8%	1.2%	0.0%	2.2%	25.1%	i	-3.6%	-2.9%
COc1ccc2[nH]cc(CCNc3cc(-c4cccc(C#N)c4)ncn3)c2c1	-14.1%	-0.3%	-15.3%	-1.9%	0.3%	-4.8%	-0.3%	91.4%[activator]	i	9.8%	-13.2%
CN(c1ccc(C(=O)NCc2cccnc2)cc1)S(C)(=O)=O	0.2%	-0.7%	4.5%	-4.5%	-1.5%	-5.5%	8.3%	-0.9%	i	2.9%	-1.0%
CC1Cc2ccccc2N1C(=O)CN1C(=O)NC(C)(c2ccc3c(c2)OCCO3)C1=O (stereo not drawn)	3.4%	-1.8%	-4.0%	-9.2%	-1.9%	-13.4%	4.7%	29.0%	i	12.0%	0.6%
CCN1CCN(C(=O)c2cn(CC)c3ccc(S(=O)(=O)N(C)C)cc3c2=O)CC1	-1.1%	0.4%	-0.3%	-1.4%	0.3%	9.1%	-11.2%	.	.	-5.9%	0.0%
Cc1ccc(-n2c(=O)[nH]cc(C(=O)Nc3ccc4c(c3)OCCO4)c2=O)cc1	0.5%	-1.5%	-16.0%	1.1%	0.7%	53.2%	-7.4%	-2.3%	i	-0.7%	1.9%
COCCn1nnnc1C(c1cc2ccc(OC)cc2[nH]c1=O)N1CCN(C2CCCCC2)CC1 (stereo not drawn)	-0.1%	0.3%	0.9%	-6.6%	-0.1%	-19.2%	-3.3%	167.9%[activator]	i	5.0%	0.3%
CSCCC(C(=O)O)N1C(=O)c2ccc(C(=O)O)cc2C1=O (stereo not drawn)	-3.6%	1.0%	18.5%	-3.7%	-1.3%	-1.2%	-18.1%	-10.5%	.	-5.0%	1.8%
Cc1c(C(Nc2ccccn2)c2ccc(Cl)cc2)c(=O)n(-c2ccccc2)n1C (stereo not drawn)	-0.3%	-0.3%	?	-0.6%	-0.2%	27.5%	-3.8%	-1.7%	i	2.8%	-0.9%
CN(C)CCNC(=O)c1ccccc1-c1ccccc1	0.3%	1.7%	7.0%	0.0%	0.2%	-6.0%	-10.1%	-5.0%	i	-3.4%	-5.0%
CC(C)(C)COS(=O)OCC(C)(C)C	0.4%[11.5 µM]	-0.2%[15.4 µM]	21.2%[11.4 µM]	-15.7%[11.4 µM]	-2.1%[15.4 µM]	4.8%[11.4 µM]	-8.5%[11.4 µM]	.	i	1.5%[11.4 µM]	-3.0%[11.5 µM]
Cc1nnc(SCC(=O)NCc2ccco2)[nH]c1=O	-4.7%	1.1%	-0.5%	4.3%	-1.8%	3.7%	?	-10.4%	i	-5.3%	-2.6%
Cc1ccc(NC(=O)C2CCCN(S(=O)(=O)c3cnc[nH]3)C2)cc1C (stereo not drawn)	-1.0%	0.5%	5.1%	1.9%	1.4%	-20.7%	-0.3%	.	.	-3.9%	0.5%
c1cncc(-c2cncnc2NC2CCNCC2)c1	-0.6%	-4.6%	6.5%	-13.4%	-2.6%	-16.7%	?	60.0%[activator]	i	31.6µM*	1.7%
CCCc1nc(SCC(=O)Nc2cc(C)on2)c2c(=O)n(C)c(=O)n(C)c2n1	1.3%	0.7%	?	7.0%	-2.4%	88.6%	3.4%	.	.	1.5%	3.2%
O=c1[nH]c(Cl)nc2c1ncn2C1OC(CO)C(O)C1O (stereo not drawn)	3.5%	-0.8%	.	.	-1.9%	.	.	-11.7%	.	3.1%	-1.6%
C[C@@](N)(C(=O)O)c1ccc(C(=O)O)cc1	-1.4%&1.6%	1.2%&1.5%	?	-2.7%&-7.2%&-0.6%	-2.1%&2.0%	?	6.0%&9.1%&8.4%	-2.3%	i	24.9%&21.7%[25.6 µM]	-11.1%&2.4%
O=S(=O)(Nc1nnc(-c2ccccc2)s1)c1ccc(Cl)cc1	-23.9%	-0.2%	17.4%	-9.4%	-1.0%	-2.1%	-10.2%	3.6%	.	-3.6%	-6.8%
COc1cccc(NC(=O)NCc2cccn2C)c1	2.3%	-1.8%	13.7%	-0.6%	-1.3%	-20.0%	-3.7%	-3.1%	i	-22.2%	-2.0%
O=C(CSc1nnc(-c2ccncc2)n1Cc1ccco1)c1ccc(Cl)cc1	-0.8%	0.5%	?	2.5%	0.0%	-25.3%	-13.3%	48.4%[activator]	i	-19.2%	-1.4%
C=CCN1CCc2cc(O)c(O)cc2[C@H](c2ccccc2)C1	0.3%&1.3%	-0.4%&-2.4%	15.7%&-1.6%	-4.6%&-0.1%	-0.3%&-1.8%	?	?	3.2%	i	-16.1%[25.6 µM]	-0.9%&-0.5%
Cc1cc(NC(=O)COC(=O)C(Cc2ccccc2)NC(=O)c2ccco2)no1 (stereo not drawn)	-1.3%	0.1%	-8.9%	-2.5%	-0.8%	-6.4%	2.0%	15.4%	i	3.4%	3.1%
